# From PubChem
# OTUD3 block: inhibitors of human OTUD3 deubiquitinase; inhibition, % at 25 µM; purified OTUD3, Ub-rhodamine fluorescence, 2 h; AID 1645858; 47,000 compounds, 0.7% hits; Q5T2D3
# USP28 inh: inhibitors of human USP28 deubiquitinase | Q96RU2 | purified USP28, Ub-rhodamine cleavage fluorescence, 30 min | inhibition, % at 25 µM | 47,000 compounds, 3% hits | AID 1645857
# USP7 block: blocks human USP7 ubiquitin-rhodamine cleavage; purified USP7, Ub-rhodamine cleavage fluorescence; 47,000 compounds, 0.3% hits; Q93009; inhibition, % at 20 µM
# USP10 inh: blocks human USP10 ubiquitin-rhodamine cleavage. Q14694. purified USP10, Ub-rhodamine fluorescence, 60 min. inhibition, % at 20 µM. 47,000 compounds, 1.1% hits. AID 1645856
# Target sequence (Q14694 whole entry, looked up): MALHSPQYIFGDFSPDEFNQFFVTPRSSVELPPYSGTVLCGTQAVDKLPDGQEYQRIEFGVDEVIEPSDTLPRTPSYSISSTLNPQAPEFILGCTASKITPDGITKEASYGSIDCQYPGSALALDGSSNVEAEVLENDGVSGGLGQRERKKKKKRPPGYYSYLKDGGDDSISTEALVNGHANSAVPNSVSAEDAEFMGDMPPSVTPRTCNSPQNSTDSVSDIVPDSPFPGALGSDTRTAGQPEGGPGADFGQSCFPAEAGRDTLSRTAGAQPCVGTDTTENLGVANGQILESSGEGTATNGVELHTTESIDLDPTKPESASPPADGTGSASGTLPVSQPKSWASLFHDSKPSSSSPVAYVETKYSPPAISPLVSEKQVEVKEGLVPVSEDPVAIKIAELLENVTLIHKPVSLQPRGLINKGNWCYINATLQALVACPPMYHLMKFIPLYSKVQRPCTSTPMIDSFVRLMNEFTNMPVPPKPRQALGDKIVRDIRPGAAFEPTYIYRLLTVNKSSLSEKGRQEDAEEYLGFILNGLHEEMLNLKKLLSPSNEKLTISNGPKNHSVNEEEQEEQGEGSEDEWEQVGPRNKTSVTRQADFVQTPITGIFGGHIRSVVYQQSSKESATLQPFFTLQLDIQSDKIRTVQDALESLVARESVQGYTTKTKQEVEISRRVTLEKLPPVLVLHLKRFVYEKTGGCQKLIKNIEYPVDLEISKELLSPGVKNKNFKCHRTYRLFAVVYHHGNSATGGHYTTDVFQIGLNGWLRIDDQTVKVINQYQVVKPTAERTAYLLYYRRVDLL
# USP8 block: blocks human USP8 ubiquitin-rhodamine cleavage. purified USP8, Ub-rhodamine cleavage fluorescence, 30 min. P40818. 47,000 compounds, 4.2% hits. AID 1645853. inhibition, % at 20 µM
# UCHL1 block: inhibitors of human UCHL1 deubiquitinase; P09936; inhibition, % at 20 µM; 47,000 compounds, 0.2% hits; AID 1645859; purified UCHL1, Ub-rhodamine cleavage fluorescence
# Target sequence (P09936 whole entry, looked up): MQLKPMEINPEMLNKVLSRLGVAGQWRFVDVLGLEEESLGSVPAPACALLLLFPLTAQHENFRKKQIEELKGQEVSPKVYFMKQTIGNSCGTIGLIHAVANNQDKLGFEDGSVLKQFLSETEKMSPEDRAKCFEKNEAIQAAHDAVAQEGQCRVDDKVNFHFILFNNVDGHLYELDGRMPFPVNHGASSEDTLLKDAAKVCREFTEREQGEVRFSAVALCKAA
# USP30 inh: human USP30 deubiquitinase inhibition; Q70CQ3; inhibition, % at 25 µM; 47,000 compounds, 5.3% hits; purified USP30, Ub-rhodamine cleavage fluorescence
# USP17 block: human USP17-like deubiquitinase inhibition. A8MUK1. purified USP17, Ub-rhodamine cleavage fluorescence, 3 h. inhibition, % at 50 µM. 47,000 compounds, 6.5% hits. AID 1645855
# * marks the source's active call; other numbers are inactive results; i = inactive; x = no result given. Cut-off read from the data, not from the text of the source: active = inhibition above about 30%; inactive = the rest. Rows are unselected. Share with any hit: about 13%.
SMILES,OTUD3 block,USP28 inh,USP7 block,USP10 inh,USP8 block,UCHL1 block,USP30 inh,USP17 block
COC(=O)CC(NC(=O)Nc1ccccc1F)c1ccc2c(c1)OCO2 (centres undefined),-3,1,-3,3,-9,-1,-2,-11
O=S(=O)(c1ccc2c(c1)OCO2)N1CCCn2c(nc3ccccc32)C1,-2,-7,0,-1,3,-1,2,1
O=C(c1cnccn1)N1CCCCC1c1nc(-c2ccc(F)cc2)no1 (centres undefined),6,3,-5,-4,3,-1,2,-3
CC1=NS(=O)(=O)c2cccnc2N1c1cc(C)cc(C)c1,4,0,0,-2,0,0,0,-2
Cc1cccc(-c2nnc(-c3cccc(S(=O)(=O)N4CCOCC4)c3)o2)c1,9,13,8,2,10,6,10,9
COc1ccc(C)cc1NC(=O)c1cc(-c2ccccc2)c(N2CCOCC2)s1,8,0,5,1,4,2,-33,7
O=C(CCc1cccnc1)N1CCCC2(CCCN2Cc2ccccc2F)C1 (centres undefined),-6,-4,-2,-6,-65,-2,-3,-20
CSCC[C@H](NC(=O)Cc1ccc2c(c1)OCCO2)c1nnc2ccccn12,-6,-10,-1,2,-39,-3,16,-5
Cc1nc(SCc2ccc(Cl)cc2Cl)c2oc3ccccc3c2n1,8,10,4,0,22,1,25,18
O=C(NC1CCCC1)N1CCC2(CC1)COCCN(Cc1ccncc1)C2,-22,-28,-8,-6,-30,-5,-149,-33
O=C(NC1CC1)c1cc(-c2cnc(-c3cccnc3)nc2)cn1CC1CC1,15,9,7,4,24,4,29,19
O=C(c1ccccc1Cl)N1CCC(c2nnc(C3CC3)s2)CC1,6,3,2,-1,-1,1,16,11
O=C(Cc1cccc(C(F)(F)F)c1)Nc1ccc2c(c1)OCO2,-1,17,-5,8,7,-1,-1,2
COC1=CC(=O)c2c(O)c(C)c(CC(C)=O)c(O)c2C1=O,-22,0,-14,-11,28,10,-98,64*
CC(C)(NC(=O)Cc1ccccc1)c1nc2c(c(C(N)=O)n1)OCO2,11,11,x,0,-1,1,11,7
COc1cc(CNC(=O)c2cnc(N3CCCCC3)nc2C)cc(OC)c1OC,13,8,3,1,2,3,13,4
C/C=C(\C)C(=O)O[C@H]1C=CC(=O)O[C@H]1/C=C/C(=O)[C@H](C)O,-13,-12,-5,-6,-15,-4,-42,-29
Cc1ccc(F)c(NS(=O)(=O)c2cc3n(c2)CCCNC3=O)c1,2,3,2,0,-59,1,-9,-17
COc1ccc(CC(=O)Nc2cccc(-c3nc4ncccc4o3)c2)cc1OC,10,55*,3,-1,6,1,0,-26
CCc1ccc(NC(=O)CSc2nnc(-c3ccncc3)n2Cc2ccccc2)cc1,-6,4,-29,-5,-2,1,-1,-7
CCC(C(=O)C(C)C(O)C(C)CCc1ccc(C)c(O)c1C(=O)O)C1OC(CC)(C2CCC(O)(CC)C(C)O2)CC1C (centres undefined),32*,41*,28,61*,20,5,55*,63*
O=C(Nc1ccc(-c2ccno2)cc1)C1CCN(S(=O)(=O)c2cccnc2)CC1,-5,-10,-1,-2,-18,-4,-31,-16
COCCN1C(=O)CO[C@H]2CN(C(=O)c3cn4cc(C)ccc4n3)C[C@@H]21,8,5,3,-2,13,0,11,6
Cc1ccc(-c2nc3ccccc3c(=O)n2CN2CCOCC2)cc1,-1,-2,2,5,1,-2,18,6
COc1ccc(OC)c(-c2cn3ccn(-c4ccc5c(c4)CCC5)c(=O)c3n2)c1,2,21,-23,-12,-1,-2,51*,x
O=C(N[C@H]1[C@H](O)[C@H](O)C[C@@H]1c1ccncc1)c1ccncc1,-7,0,-1,0,1,-2,0,-6
CC(C)C[C@@H]1NC(=O)[C@H](CCC(N)=O)n2c1nc1ccccc1c2=O,3,0,1,0,0,0,1,-30
Cc1ccc(NC(=O)CSC2=NC3(CCCCC3)Nc3ccccc32)cc1,-10,-5,-2,3,38*,1,-20,23
Cn1cc(CCNC(=O)Nc2cc(F)ccc2F)c2cccnc21,-11,44*,0,2,0,0,-16,x
COc1ccc(-c2cc3nc([C@H](C)NC(=O)Cc4cc(F)ccc4F)nn3cn2)cc1,29,22,46*,37*,14,22,37*,40*
CNc1cc(C2CCCN2C(=O)c2cn3c(C)cccc3n2)nc(C)n1 (centres undefined),-1,-3,2,-2,-18,0,-4,-6
CCc1cccc(NS(=O)(=O)c2cc3c4c(c2)CCN4C(=O)CC3)c1,2,14,0,5,14,0,10,0
Cc1occc1-c1cc2nc3c(c(=O)n2[nH]1)CN(Cc1cnn(C)c1C)CC3,4,x,-6,-6,-25,-7,x,-106
Cc1ccc(NC(=O)CCC(=O)N2CCCn3nc(C)cc32)c(Cl)c1,-8,-17,-3,-3,-16,-2,-33,-20
COCC(=O)N1CCCC1c1nc(N)ncc1-c1ccc(Cl)cc1 (centres undefined),-1,-2,-11,-9,2,-5,-19,x
Cc1cc(C)n(-c2ccc(C(=O)Nc3ccccn3)nn2)n1,1,-3,3,0,7,-1,-9,-5
COC(=O)c1cccnc1-n1c(=O)c2cccnc2n(CC(=O)Nc2c(C)cccc2C)c1=O,-3,-14,-7,-1,-5,-4,-9,-13
O=C(NC1CCS(=O)(=O)C1)c1ccnc(Cc2ccccc2F)c1 (centres undefined),1,-2,0,2,0,-3,5,2
O=C(NCCNC(=O)c1nc(C2CC2)no1)c1ccc(F)cc1,-2,x,0,3,3,-2,x,0
Cc1nc2[nH]c(=O)[nH]c(=O)c2[nH]1,-28,-32,-39,-5,-23,-45,-105,-41
CCN1CCC2(CN(C(C)=O)CC23CCN(C(=O)NCc2cccc(OC)c2)CC3)C1=O (centres undefined),10,8,5,-7,-3,4,22,2
Cn1cnc2cc(-c3noc(CNC(=O)Cc4ccccc4)n3)ccc21,0,x,-3,-3,-9,-4,x,-7
CC1(C)CC2CC(C)(CN2Cc2c(O)ccc3ccccc23)C1 (centres undefined),-3,1,1,0,87*,2,-24,57*
CCCn1cc(S(=O)(=O)N2CC[C@H]3NCCCCC[C@H]32)c(C)n1,-3,-1,-3,-3,-7,-1,-25,0
CCn1c(CCNC(=O)c2ccc(C)c(C)c2)nc2cccnc21,-160,-167,-54,-7,-91,-47,i,-98
CC[C@@]1([C@@H]2O[C@@H]([C@H]3O[C@@](O)(CO)[C@H](C)C[C@@H]3C)C[C@@H]2C)CC[C@H]([C@]2(C)CC[C@]3(C[C@H](O)[C@@H](C)[C@@H]([C@@H](C)[C@@H](OC)[C@H](C)C(=O)O)O3)O2)O1,11,6,2,3,0,2,17,1
Cc1nn2c(S(=O)(=O)NCc3cccc(F)c3)c(C)nc2s1,8,11,3,0,6,0,3,3
Cc1cccc(NC(=O)NCCN2CCc3ccccc3C2)c1,-3,-1,-8,3,1,-3,0,-1
O=C(CC(NCc1ccccc1)C(=O)O)Nc1ccccc1Cl (centres undefined),8,2,4,2,12,3,17,9
O=C(CN1CCCCCC1)Nc1cc([N+](=O)[O-])ccc1Cl,0,21,-1,4,-69,0,28,45*

# Continued:
SMILES,OTUD3 block,USP28 inh,USP7 block,USP10 inh,USP8 block,UCHL1 block,USP30 inh,USP17 block
CN(CCc1ccccn1)C(=O)C[C@@H]1CCN2C[C@@H]1CCCOc1ccc(N3CCOCC3)cc1CNCC2=O,13,3,4,-1,-8,2,14,12
Cc1ccc(NS(=O)(=O)c2c(C)[nH]c(C)c2-c2nc(C)no2)c(C)c1,-6,-16,-4,0,-13,-1,-253,-7
Cc1ccccc1NC(=O)c1cc2c(CO)cnc(C)c2oc1=Nc1cccc(F)c1,1,-4,1,16,2,-3,14,3
CCCc1nc(C2CN(C(=O)c3ccc(=O)n(C)c3)CCO2)n[nH]1 (centres undefined),12,6,1,0,1,4,20,1
Cc1cccc(NC(=O)CN2CCC(c3nc4ccccc4[nH]3)CC2)c1,-4,-8,0,0,1,-1,-8,-8
CCN(CC)S(=O)(=O)c1ccc(N2CCOCC2)c(NC(=O)COc2ccccc2)c1,0,10,1,-4,-19,3,0,4
CCn1nc(-n2cnnc2)c(NC(=O)c2ccc(Br)cc2)c1C,4,-1,3,4,2,-1,0,2
COc1ccc(C)cc1NC(=O)C1CCN(C(=O)C2CC(=O)N(c3ccc(C)cc3)C2)CC1 (centres undefined),13,11,6,-5,16,-2,11,8
COc1ccc(CCNc2nc3cc(C)nn3c3ccccc23)cc1OC,-21,-18,-3,-3,-21,-2,-53,-27
O=C(O)CNc1nc(-c2ccccc2)nc2c1oc1ccccc12,2,-3,5,4,7,1,2,4
Cc1ccccc1C(=O)N1C[C@H]2NC(=O)c3ccccc3C(=O)[C@@]2(C)C1,1,-4,4,2,4,-1,2,6
COc1ccc(S(=O)(=O)Nc2ccc(NC(C)=O)cc2)cc1N(C)S(=O)(=O)c1ccc(Cl)cc1,8,4,4,0,-9,4,3,1
Cc1ccc(C(=O)Nc2cc3c4c(c2)CC(=O)N4CCC3)cc1,-11,56*,-4,-3,19,-1,-27,x
CN(C)C(=O)N1CCN(S(=O)(=O)c2ccc(Cl)cc2)CC2(CNC(=O)C2)C1 (centres undefined),16,3,3,-1,-5,2,16,8
CN(C1CCCCC1)S(=O)(=O)N1CCCC(C(=O)NCc2ccccc2Cl)C1 (centres undefined),-1,-5,-17,0,0,-1,12,-1
CC(=O)N1CCCC[C@H]2[C@@H]1[C@H](c1ccccc1)CN2C(=O)c1ccno1,2,0,0,-1,-67,0,5,-8
O=C(Cn1c(CN2CCCCC2)nc2sc3c(c2c1=O)CCCC3)N1CCc2ccccc21,-24,-105,-27,-5,-20,-15,-325,4
COc1ccc(NC(=O)CCc2cccc3[nH]ccc23)c(C)c1,1,5,5,-2,11,2,4,3
COc1cccc(C2c3[nH]c4ccccc4c3C[C@@H]3C(=O)N(C4CCN(Cc5ccccc5)CC4)CC(=O)N23)c1 (some centres undefined),-29,-38,-9,-9,-22,-10,-62,-35
O=C(Nc1cc(Cl)ccc1-n1cncn1)c1ccc(S(=O)(=O)N2CCCC2)cc1,9,18,-54,-1,-1,2,66*,23

# The last 2 compounds of the section above lead into the next.
SMILES,OTUD3 block,USP28 inh,USP7 block,USP10 inh,USP8 block,UCHL1 block,USP30 inh,USP17 block
COc1cccc(C2c3[nH]c4ccccc4c3C[C@@H]3C(=O)N(C4CCN(Cc5ccccc5)CC4)CC(=O)N23)c1 (some centres undefined),-29,-38,-9,-9,-22,-10,-62,-35
O=C(Nc1cc(Cl)ccc1-n1cncn1)c1ccc(S(=O)(=O)N2CCCC2)cc1,9,18,-54,-1,-1,2,66*,23
CN(CCc1ccccn1)C(=O)c1cc2c(=O)oc3ccccc3c2s1,-14,4,-5,0,8,0,20,14
Cc1ccc(Cn2nnc(C(=O)NCc3ccco3)c2-n2cccc2)cc1,11,58*,-5,1,23,5,-31,20
CN1CCN(CCNC(=O)CCc2nnc3ccc(N4CCCC4)nn23)CC1,-21,-24,-7,-8,-54,-8,-78,-27
CC(Oc1ccccc1)C(=O)NCCn1c(=O)[nH]c2cncnc21 (centres undefined),13,8,3,-1,21,1,28,5
COc1cccc(NC(=O)Cn2cc(OC)c(=O)cc2CSc2ccc(C)cc2)c1,5,10,-10,-2,-4,-1,21,x
O=C(Cn1c(=O)n(-c2ccccc2)c2ncccc21)NCc1cccc(F)c1,-10,-10,-7,-12,-3,-6,-41,-5
Cc1ccc(CS(=O)(=O)c2cn(CC(=O)N3CCCCC3)c3ccccc23)cc1,-1,-6,-9,-1,-1,-2,-4,-20
Cc1cnn(CC2CCCCN2C(=O)CCc2c(C)nc[nH]c2=O)c1 (centres undefined),0,-8,7,1,-1,-5,10,-6
Cc1ccc(NC(=O)CSc2nnc(-c3cnccn3)n2Cc2ccco2)cc1,0,x,-7,2,0,0,x,53*
O=C(COc1ccc(Br)cc1)Nc1ccc(S(=O)(=O)N2CCc3ccccc32)cc1,-59,-77,1,-3,-13,-5,-262,-57

# In the list so far, these have an NH in an aromatic ring.
SMILES,OTUD3 block,USP28 inh,USP7 block,USP10 inh,USP8 block,UCHL1 block,USP30 inh,USP17 block
Cc1occc1-c1cc2nc3c(c(=O)n2[nH]1)CN(Cc1cnn(C)c1C)CC3,4,x,-6,-6,-25,-7,x,-106
Cc1nc2[nH]c(=O)[nH]c(=O)c2[nH]1,-28,-32,-39,-5,-23,-45,-105,-41
Cc1ccc(NS(=O)(=O)c2c(C)[nH]c(C)c2-c2nc(C)no2)c(C)c1,-6,-16,-4,0,-13,-1,-253,-7
CCCc1nc(C2CN(C(=O)c3ccc(=O)n(C)c3)CCO2)n[nH]1 (centres undefined),12,6,1,0,1,4,20,1
Cc1cccc(NC(=O)CN2CCC(c3nc4ccccc4[nH]3)CC2)c1,-4,-8,0,0,1,-1,-8,-8
COc1ccc(NC(=O)CCc2cccc3[nH]ccc23)c(C)c1,1,5,5,-2,11,2,4,3
COc1cccc(C2c3[nH]c4ccccc4c3C[C@@H]3C(=O)N(C4CCN(Cc5ccccc5)CC4)CC(=O)N23)c1 (some centres undefined),-29,-38,-9,-9,-22,-10,-62,-35
CC(Oc1ccccc1)C(=O)NCCn1c(=O)[nH]c2cncnc21 (centres undefined),13,8,3,-1,21,1,28,5
Cc1cnn(CC2CCCCN2C(=O)CCc2c(C)nc[nH]c2=O)c1 (centres undefined),0,-8,7,1,-1,-5,10,-6
